M4 antag = human M4 muscarinic receptor antagonists, primary screen, CHO cells, Fluo-8 calcium fluorescence | Muscarinic acetylcholine receptor M4 (Homo sapiens), P08173 | CHO-hM4 cells, ACh EC80 | inhibition, % at 3 µM | 360,000 compounds, 0.73% hits;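 active means inhibition above its plate's cutoff, the mean inhibition of sample wells plus 3 SD, cut at about 27% in these data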;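 further: 0% = acetylcholine EC80 with DMSO and 100% = DMSO without agonist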
TAAR1 agonist = human TAAR1 agonists, primary screen, Fluo-8 calcium fluorescence, CHO RD-HGA16 cells | 360,000 compounds, 0.99% hits | vehicle wells 0%, saturating PEA agonist 100% | Trace amine-associated receptor 1 (Homo sapiens), Q96RJ0 | activation, % at 3 µM;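 active means activation above the mean activation of all test compounds in the run plus 3 SD, cut at about 38% in these data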
Target sequence (Q96RJ0 whole entry, looked up): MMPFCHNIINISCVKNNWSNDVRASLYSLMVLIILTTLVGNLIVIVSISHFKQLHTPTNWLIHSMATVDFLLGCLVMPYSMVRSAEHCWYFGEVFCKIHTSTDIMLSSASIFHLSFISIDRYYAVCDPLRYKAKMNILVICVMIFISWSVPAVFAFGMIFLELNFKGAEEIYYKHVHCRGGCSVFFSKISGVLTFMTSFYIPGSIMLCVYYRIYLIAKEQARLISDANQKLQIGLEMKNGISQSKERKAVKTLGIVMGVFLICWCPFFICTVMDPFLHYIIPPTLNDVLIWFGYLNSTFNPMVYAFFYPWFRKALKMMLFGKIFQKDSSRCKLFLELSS
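Assay system: CHO-derived RD-HGA16 cells with stable Gα16 and human TAAR1; timing: 17-24 h seeding, 75 min 37 °C dye, 30 min RT; read-out: % activation from peak over basal fluorescence ratio, DMSO-to-PEA scaled; measured by: kinetic Fluo-8 calcium fluorescence; benchmarks: low control DMSO, high control PEA (EC100); doses: 3 µM single concentration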
CHRM1 antagonist = human M1 muscarinic receptor antagonists, primary screen, CHO-K1 cells, Fluo-8 calcium fluorescence, 1536-well; CHO-K1 hM1, ACh EC80 antagonist; inhibition, % at 3 µM; 360,000 compounds, 1.3% hits; AID 588852, 2011;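 active means percent inhibition above its own plate's cutoff, namely the mean of that plate's compound wells plus 3 SD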;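 further: peak over basal fluorescence ratio during 140 s after agonist addition; 0% = ACh EC80 plus DMSO and 100% = DMSO alone without agonist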
Target sequence (P11229 whole entry, looked up): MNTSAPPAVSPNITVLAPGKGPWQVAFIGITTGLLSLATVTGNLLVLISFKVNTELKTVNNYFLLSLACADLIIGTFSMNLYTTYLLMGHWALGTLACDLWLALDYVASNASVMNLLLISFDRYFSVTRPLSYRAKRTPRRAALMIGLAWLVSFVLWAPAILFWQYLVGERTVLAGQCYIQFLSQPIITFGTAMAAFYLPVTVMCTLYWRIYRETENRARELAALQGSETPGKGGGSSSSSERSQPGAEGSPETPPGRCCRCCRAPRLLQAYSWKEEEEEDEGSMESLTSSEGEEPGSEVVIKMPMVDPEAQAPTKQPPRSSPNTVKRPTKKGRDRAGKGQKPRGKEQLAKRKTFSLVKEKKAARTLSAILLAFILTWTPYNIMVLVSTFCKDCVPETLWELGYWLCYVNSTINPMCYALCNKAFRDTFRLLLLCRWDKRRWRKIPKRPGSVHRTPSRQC
M1 PAM = human M1 muscarinic receptor positive allosteric modulators, primary screen, CHO-K1 cells, Fluo-8 calcium fluorescence, 1536-well | AID 588819, 2011 | 360,000 compounds, 0.088% hits | Muscarinic acetylcholine receptor M1 (Homo sapiens), P11229 | CHO-K1 hM1, ACh EC20; 0% = ACh EC20, 100% = maximal ACh | activation, % at 3 µM; in the data active means activation above about 19%, passing the limit was not always enough
M5 PAM = human M5 muscarinic receptor positive allosteric modulators, primary screen, CHO-K1 cells, Fluo-8 calcium fluorescence. Muscarinic acetylcholine receptor M5 (Homo sapiens), P08912. CHO-K1 hM5, ACh EC20 PAM; 0% = ACh EC20, 100% = ACh EC100. activation, % at 3 µM. 360,000 compounds, 0.3% hits. AID 624038, 2012;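 active means activation above the run cutoff, the mean activation of all test compounds plus 3 SD, cut at about 18% in these data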
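System: CHO-K1 cell line with stable human muscarinic M5 receptor expression | Also added: EC20 acetylcholine as agonist stimulus | Compound: One concentration, 3 µM final (nominal) | Timing: Fluo-8 loading 80 min at 37 °C plus 30 min room temperature | Measured by: Fluo-8 calcium dye fluorescence, kinetic read | Read-out basis: % activation, ACh-normalized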
CHRM5 agonist = human M5 muscarinic receptor agonists, primary screen, CHO-K1 cells, Fluo-8 calcium fluorescence; 360,000 compounds, 0.19% hits; activation, % at 3 µM; CHO-K1 hM5 cells; 0% DMSO wells, 100% maximal acetylcholine response; Muscarinic acetylcholine receptor M5 (Homo sapiens), P08912; AID 624037, 2012;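 active means activation above the run's mean over test compounds plus 3 SD, cut at about 23% in these data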;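 further: signal is peak over basal fluorescence ratio across the kinetic read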
M5 antag = human M5 muscarinic receptor antagonists, primary screen, CHO cells, Fluo-8 calcium fluorescence | Muscarinic acetylcholine receptor M5 (Homo sapiens), P08912 | CHO-hM5 cells, ACh EC80 | inhibition, % at 3 µM | 360,000 compounds, 0.59% hits | AID 624040, 2012;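 active means inhibition above a per-plate cutoff, the mean of that plate's test compounds plus 3 SD, cut at about 27% in these data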;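 further: 0% = acetylcholine EC80 with DMSO and 100% = DMSO without agonist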
M4 ag = human M4 muscarinic receptor agonists, primary screen, CHO-K1 cells, Fluo-8 calcium fluorescence | Muscarinic acetylcholine receptor M4 (Homo sapiens), P08173 | CHO-K1 hM4/Gqi5; vehicle 0%, full acetylcholine response 100% | activation, % at 3 µM | 360,000 compounds, 0.14% hits | AID 624127, 2012;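 active means activation above the run mean over all test wells plus 3 SD, cut at about 32% in these data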;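 further: peak over basal fluorescence ratio per well then scaled between controls; 0% = DMSO wells and 100% = acetylcholine at EC100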
CHRM1 agonist = human M1 muscarinic receptor agonists, primary screen, Fluo-8 calcium fluorescence, CHO-K1 cells, HTS | Muscarinic acetylcholine receptor M1 (Homo sapiens), P11229 | CHO-K1 hM1, agonist mode; 0% DMSO, 100% acetylcholine EC100 | activation, % at 3 µM | 360,000 compounds, 0.33% hits | AID 588814, 2011;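 active means activation above the run's mean compound activation plus 3 SD, cut at about 16% in these data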;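 further: peak over basal fluorescence ratio within a 140 s kinetic read after compound addition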
Starred values were filed as active, the others as inactive; x = no result given.

SMILES	M4 antag	TAAR1 agonist	CHRM1 antagonist	M1 PAM	M5 PAM	CHRM5 agonist	M5 antag	M4 ag	CHRM1 agonist
CCOc1ccc(C(=O)Nc2ccccc2N2CCOCC2)cc1	-3	15	-15	-4	-3	-1	9	3	-4
C/C(=N\Nc1nc(Cl)c(Cl)cc1Cl)c1ccc(S(=O)(=O)NCc2ccco2)cc1	-6	10	-11	2	-10	-6	6	0	-7
O=C(CCC(=O)c1cccs1)OCC(=O)c1ccc(Cl)s1	-1	-3	4	3	-3	-4	-3	0	-3
CN1N=C(C(C)(C)C)CSC1=Nc1ccc(F)cc1	-11	4	-15	10	8	3	0	0	-2
Nc1nc(NCc2ccccc2)nc(-c2ccccc2)n1	-2	14	-21	6	-3	7	0	3	4
CC1CCCC(C)N1/N=C/c1cccc([N+](=O)[O-])c1 (stereo not drawn)	-12	-1	-24	10	2	-2	6	1	3
O=C(O)Cc1ccc(NS(=O)(=O)c2c(Cl)cccc2Cl)cc1	-6	-1	-8	11	6	-1	-3	1	-4
O=C1N(Cc2cccnc2)C[C@@H]2C[C@@H](c3ccc4nsnc4c3)N3CCC[C@@]123	-11	6	2	0	-2	0	-10	2	-11
Cc1ccc(C(=O)NNC(=S)Nc2cccc3ccccc23)s1	-9	4	-10	3	-6	-1	2	2	-2
Cc1ccc(S(=O)(=O)N(C)C)cc1NC(=O)CCc1c[nH]c2ccccc12	7	17	-3	4	-3	2	9	4	-2
Cc1cccc(C(=O)N2CCC(=O)N([C@H](COCc3cccc(Cl)c3)Cc3ccccc3)CC2)c1	-2	1	x	x	0	3	-6	5	x
S=c1[nH]nc(-c2ccn[nH]2)n1-c1ccccc1Cl	-2	3	-11	7	14	-1	-5	2	-3
COc1ccc(OC(=O)c2cc3cc(Cl)ccc3oc2=O)cc1	2	1	-13	7	-2	-3	11	0	-2
C=CCN1C(=O)c2ccc(C(=O)OCC(=O)N(CC)C3CCS(=O)(=O)C3)cc2C1=O (stereo not drawn)	-5	14	8	-4	-8	1	19	0	-9
CCOc1ccc(NS(=O)(=O)c2ccc(C(=O)NCc3cccnc3)cc2)cc1	-2	8	2	0	-1	6	10	4	2
CCCCNc1c(-c2ccc(-c3ccc(C(C)=O)cc3)c(OC)c2)nc2cnccn12	-9	x	4	-11	-21	-7	1	18	-7
CCOc1ccc(/C(O)=C2/C(=O)C(=O)N(CCOCCO)C2c2cccnc2)cc1 (stereo not drawn)	12	6	-3	5	2	-2	-4	0	6
Cn1c2ccccc2c(=O)c2ccc(C#Cc3ccc(N)cc3)cc21	11	4	26	-20	-12	-2	25	8	-9
O=C(CCc1nnc(-c2ccsc2)o1)NCc1ccccc1OC(F)(F)F	-3	-1	11	-2	3	-1	2	1	-4
Cc1ccc(NC(=O)NC2CCCCCCC2)cc1	2	-2	-15	8	-6	-1	8	6	-1
CCSc1cc(C)nc2c(-c3ccccc3)c(C)nn12	7	1	-11	2	1	0	3	-3	-4
Cc1nn2c(N)c(-c3ccccc3)cnc2c1-c1ccccc1	2	0	-4	8	0	-5	7	1	-4
COc1ccc(CNC(=O)c2ccc(CS(=O)c3ccccc3)o2)cc1 (stereo not drawn)	3	5	-5	3	-3	-5	7	1	-2
Cc1ccc(-n2nc(C)c(NC(=O)CCl)c2C)cc1	-3	0	-3	4	4	-3	-5	1	-5
Cc1cc(NC(=O)c2cc(C(C)C)on2)no1	14	7	-4	8	5	2	-1	0	-4

The listing continues:
SMILES	M4 antag	TAAR1 agonist	CHRM1 antagonist	M1 PAM	M5 PAM	CHRM5 agonist	M5 antag	M4 ag	CHRM1 agonist
CCNCc1nc2cc(Cl)ccc2c(=O)[nH]1	-1	4	-6	13	12	2	4	1	-4
O=C(CCN1C(=O)c2cccc3cccc(c23)C1=O)Nc1ccon1	-2	4	-7	6	10	4	-17	2	-4
Cc1ccc(S(=O)(=O)N2CCN(Cc3ccsc3)CC2)cc1	0	-1	0	-4	5	-7	-12	0	-13
COc1cccc(N=C2SC(C(=O)Nc3ccc(F)cc3)CC(=O)N2C)c1 (stereo not drawn)	-3	7	-16	6	-7	1	-4	13	0
CCOC(=O)C1CCN(C(=O)COc2cc(C)c(Br)cc2C)CC1	17	6	10	-3	-13	0	14	13	-1
COc1ccc(-c2csc3ncn(CC(=O)N4CCOCC4)c(=O)c23)cc1	-5	3	0	-1	-7	0	5	0	-4
Cc1cc(C)c(S(=O)(=O)N2CCN(C(=O)c3cc(=O)[nH]c4ccccc34)CC2)c(C)c1	8	43*	2	6	-14	9	11	22	5
CCCC[n+]1c(C)sc2ccc(C)cc21	-4	2	-9	4	4	-1	2	-1	-7
COc1ccc(COC(=O)CN2C(=O)NC3(CC(C)CC(C)(C)C3)C2=O)cc1F (stereo not drawn)	-6	6	-13	2	-4	-2	8	0	-8
O=C(C[n+]1ccccc1)N/N=C/c1cc(Br)ccc1F	-16	11	-14	9	1	-13	-1	1	-9
CCOc1ccc(NS(=O)(=O)c2cc(C(=O)NCC3CCCO3)ccc2Cl)cc1 (stereo not drawn)	3	5	-13	12	4	-1	0	0	-1
O=C(NCCO)c1ccc(-c2nnc(Nc3ccc(O)cc3)c3ccccc23)cc1	-15	3	-2	-4	0	-1	11	0	-8
CN(CCOc1ccccc1)C(=O)C1CCC(=O)N(CCCN2CCOCC2)C1 (stereo not drawn)	4	0	2	0	-7	-4	15	0	-4
Cc1nc([N+](=O)[O-])cn1CC(=O)c1ccccc1	2	1	-10	8	2	0	7	1	-1
O=C(C1CC(=O)N(C2CCCCC2)C1)N1CCN(c2ccccc2)CC1 (stereo not drawn)	12	1	-3	16	-3	-1	20	0	5
CN(CC(=O)Nc1ccc(F)cc1)C(=O)Cn1nnc(-c2ccccc2)n1	-12	1	-11	13	8	-1	-8	4	-1
COc1ccccc1NC(=O)C/C(C)=N/NC(=O)c1ccccn1	-34	-3	-20	6	-1	-1	-5	1	-3
O=C(NC1CCCCC1)N1CCN(c2nc(-c3ccccc3)cs2)CC1	8	8	12	-6	-21	6	15	14	-2
COC(c1ccccc1)c1c(-c2ccccc2)nn(C)c1Cl (stereo not drawn)	-7	28	-6	9	-2	-4	-7	-4	-4
CC(=O)Nc1ccc(SCC(=O)Nc2oc(C)c3c(C)n[nH]c(=O)c23)cc1	-9	8	-8	2	-8	0	8	9	0
CCCn1cc(NC(=O)c2cc(-c3ccccc3)on2)cn1	-11	7	-10	5	8	3	0	9	2
CC(C)OC(=O)c1cccc(NC(=O)CSc2nnc(N)s2)c1	-7	1	-3	6	-1	5	2	5	-4
Cc1nc(N)sc1C(=O)N/N=C/c1ccco1	-8	4	-8	10	-3	-1	-4	1	-2
CNS(=O)(=O)c1cccc(C(=O)OCCCC(=O)c2ccccc2)c1	5	2	18	-7	-4	4	1	9	-2
CNC(=O)OCc1ncn(-c2ccccc2)c1COC(=O)NC	0	2	-5	2	-4	4	-4	1	-2

Whole records, quoted from the list:
COc1cccc(N=C2SC(C(=O)Nc3ccc(F)cc3)CC(=O)N2C)c1 (stereo not drawn) is listed as M4 antag = -3; TAAR1 agonist = 7; CHRM1 antagonist = -16; M1 PAM = 6; M5 PAM = -7; CHRM5 agonist = 1; M5 antag = -4; M4 ag = 13; CHRM1 agonist = 0
O=C(CCN1C(=O)c2cccc3cccc(c23)C1=O)Nc1ccon1 is listed as M4 antag = -2; TAAR1 agonist = 4; CHRM1 antagonist = -7; M1 PAM = 6; M5 PAM = 10; CHRM5 agonist = 4; M5 antag = -17; M4 ag = 2; CHRM1 agonist = -4

(further entries)
SMILES	M4 antag	TAAR1 agonist	CHRM1 antagonist	M1 PAM	M5 PAM	CHRM5 agonist	M5 antag	M4 ag	CHRM1 agonist
Cc1ccc(F)cc1NC(=O)C12CC3CC(C1)CC(n1cnc([N+](=O)[O-])n1)(C3)C2	-3	5	-2	1	-10	-9	-2	1	-7
Cc1cc(NC(=O)COC(=O)C(Nc2ccc(C(F)(F)F)cc2Cl)C(C)C)no1 (stereo not drawn)	-9	9	19	-7	-25	-9	3	1	-3
COCCN1C(=O)N[C@@H](c2ccco2)C(C(=O)OC)=C1C	-6	4	-14	10	6	3	5	0	-3
Cn1c(=O)oc2cc(S(=O)(=O)N3CCCC(C(=O)Nc4ccc5c(c4)OCCO5)C3)ccc21 (stereo not drawn)	-25	3	9	1	-11	1	1	11	-6
OCC1(Cc2ccccc2F)CCCN(CCc2ccccc2)C1 (stereo not drawn)	26	2	31*	-25	-8	-8	5	2	-10
CN1CCN(C(=O)c2ccccc2NC(=O)c2ccccc2Br)CC1	0	0	-11	8	4	1	-7	1	-1
CN(Cc1nc2ccccc2[nH]1)C(=O)C1CCC(=O)N(CCc2cccc(F)c2)C1 (stereo not drawn)	3	4	-8	8	0	-3	-2	1	-4
Cc1ccc(C(=O)C2=C(O)C(=O)N(Cc3cccnc3)C2c2ccc(OC(C)C)cc2)o1 (stereo not drawn)	-1	0	-10	7	3	-1	6	1	-5
COc1ccc(N2C(=O)C3CCCN3C2c2ccccc2)cc1 (stereo not drawn)	-33	0	-11	1	-4	-3	-4	1	-2
COc1ccc(CC(=O)N[C@@H]2c3cc(OC)c(OC)cc3C[C@H]2O)cc1	-16	0	-11	9	5	1	-4	1	-2
CN(C)CCNC(C(=O)Nc1cccc(C(F)(F)F)c1)c1ccccc1 (stereo not drawn)	2	2	29	-23	-35	-18	13	3	-7
COc1ccc(N2C(=O)CC(Sc3ccccc3C(=O)O)C2=O)c([N+](=O)[O-])c1 (stereo not drawn)	3	2	-5	5	6	-3	8	1	-5
CCOC(=O)CCSc1nc(C)c2cc(C)ccc2n1	6	11	-17	-3	0	-2	-2	1	-6
CC1CCCN(C(=O)Nc2cccc(NC(=O)N3CCCC(C)C3C)c2)C1C (stereo not drawn)	3	5	-11	6	-3	-2	2	1	-4
COc1cc(/C=C/c2ccc3cccc(OC)c3n2)c(OC(C)=O)c([N+](=O)[O-])c1	1	7	16	-9	-8	-1	6	10	-3
CC(=O)OCC(=O)NCC(=O)c1c[nH]c2ccccc12	7	1	-2	10	8	4	-2	1	1
Cc1nnc(NCCc2ccccc2)c2ccccc12	2	12	-17	8	-1	-6	5	0	-11

Assay outcomes from PubChem BioAssay.

This is a subset; the hit share may differ from the screen's.
